# KCNH2 3.1 block: blocks the human KCNH2 3.1 channel isoform; U2OS KCNH2 3.1, thallium flux FluxOr; stronger effect = lower value; activity change, % (tested at about 1.8 µM); hit rate 0.95% among 340,000;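 active = maximum activity change below -70%; inconclusive = maximum activity change from -70% to -50%; inactive = maximum activity change above -50%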;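 note: thallium influx rate constant from kinetic fluorescence after stimulation buffer; % is set by controls: 0 for no effect and ±100 for the full control effect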
#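 Normalized rate constant (relative to positive and negative DMSO controls) derived from a 2 min kinetic fluorescence read after stimulation; U2OS cells expressing the 3.1 isoform via virus at 1.77 x 10^8 /mL.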
# a7 integrin act: activators of alpha7 integrin expression for muscular dystrophy; alpha7betagal myoblasts, beta-gal FDG fluorescence, 48 h; Potency, µM (titrated, usually from 38.3 µM), for the others: at the highest dose activation, actives largely listed as activators; hit rate 0.064% among 350,000; AID 624291;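 note: potency is the fitted concentration of half-maximal effect; 100% = response of the positive control SU9516; nearly all actives have a fitted effect of over 60% in size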
#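 alpha7betagal+/- myoblasts (passage 13, 250/well) treated 48 h at 37C with compounds at 1:260 dilution of DMSO stock. Lysed, then beta-galactosidase activity read as FDG fluorescence (ex 480/em 540) after 30 min, with pre-read for autofluorescence.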
# TRPV1 agonist: human TRPV1 agonism; Q8NER1; TRPV1-expressing cells, Fluo-8 calcium influx, agonist mode; activation, % at 8.33 µM; hit rate 0.19% among 320,000; in the data active = activation above about 80%; inconclusive = between about 30% and that limit; note: 0% is about no effect
#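 TRPV1-expressing cells were cultured overnight at 35.5C and loaded with Fluo-8 calcium dye for 40 to 90 min at room temperature. After a 10 s baseline, compound was added and calcium influx was read kinetically for 3 min (ex 480/em 520 nm).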
# A-T KAP1 phos: potential ataxia-telangiectasia treatment; hit rate 0.19% among 320,000; […] A-T fibroblasts, KAP-1 phosphorylation AlphaLISA; neocarzinostatin DNA damage 30 min before lysis; AID 485349; Potency, µM (doses to about 57.5 µM), without a hit: at the top dose activation, usual class: activators; note: potency is the fitted concentration of half-maximal effect; % of control where 0% means no effect; nearly all actives have a fitted effect of over 45% in size
#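 ATM-like activity read as KAP-1 phosphorylation via AlphaLISA donor/acceptor antibody pairs after lysis and 6 hr at 25C. Cells were ATM-null patient fibroblasts ([…], hTERT), dosed 60 min, then exposed to the DSB inducer NCS for 30 min.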
# Coupling enz: inhibits coupling enzyme system, counter-screen for aldolase hits. coupling enzyme system counterscreen, AmpLite Red fluorescence. activity change, negative = inhibition, % at 58.2 µM, hits read low. hit rate 0.67% among 290,000. AID 2472; in the data active = activity change below about -30%; note: % is set by controls: 0 for no effect and ±100 for the full control effect
#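 Counterscreen of the coupled detection system alone, without aldolase: glyceraldehyde-3-phosphate coupling enzymes plus AmpLite Red readout. Compounds at 57.5 uM final, 10 min RT preincubation, 20 min RT reaction, fluorescence 525/598 nm.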
# GALK inh: inhibitors of human galactokinase. hit rate 0.007% among 270,000. Potency, µM (series often up to 57.5 µM), without a hit: at the top dose activity change, negative = inhibition, actives largely listed as inhibitors. P51570. Purified GALK, Kinase-Glo residual ATP luminescence. AID 1868; note: potency is the fitted concentration of half-maximal effect; % is set by controls: 0 for no effect and ±100 for the full control effect
#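 Luminescence from leftover ATP (Ultra-Glo luciferase/luciferin) served as read-out after a 1 h room-temperature reaction of 5 nM GALK with 35 uM ATP and 100 uM galactose.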
# hERG WT inh: blocks the wildtype human KCNH2 potassium channel. U2OS, BacMam KCNH2, thallium flux FluxOr; stronger effect = lower value. hit rate 0.37% among 340,000. AID 720551. activity change, % at 1.84 µM;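 active = maximum activity change below -70%; inconclusive = maximum activity change between -70% and -50%; inactive = maximum activity change above -50%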; note: % is set by controls: 0 for no effect and ±100 for the full control effect
#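 U2OS cells were transduced with wild-type KCNH2 virus (2.03 x 10^8 / mL) for 4 h at room temperature, then cultured overnight at 37 C. Thallium flux was read with FluxOr dye. Rate constants were normalized to DMSO controls.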
# S-ASM inh: inhibitors of human secretory acid sphingomyelinase; AID 504937; Potency, µM (doses to about 57.5 µM), for the others: top-dose activity change, negative = inhibition, hits mostly inhibitors; hit rate 0.006% among 340,000; P17405; placental ASM, HMU-PC fluorogenic substrate, 60 min; note: potency is the fitted concentration of half-maximal effect
#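 Fluorogenic HMU-PC substrate (9 uM final) is turned over by placental ASM in 60 min at 37 C after a 10 min compound preincubation. Reaction ended by alkaline stop (pH 10), with fluorescence read at 386/447 nm.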
# CXXC DNA block: blocks binding of human MLL CXXC domain to DNA; Q03164; Potency, µM (series often up to 115 µM), for inactives: at the highest dose activity change, negative = inhibition, actives largely listed as inhibitors; MLL-CXXC / FITC-HOXA9 DNA fluorescence polarization; hit rate 0.037% among 290,000; active = well fitted inhibition curve with a large enough effect in the polarisation, with a control signal flat, not every such curve was filed as active; inconclusive = small, poorly fitted or top-dose-only effect, or effect the other way, or a change in a side signal; inactive = no such curve, though single readings can be large or run the other way; the % refers to the polarisation; note: potency is the fitted concentration of half-maximal effect
#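 Purified MLL-CXXC (added from a 7 uM solution) was preincubated 5 min at ambient with pinned compounds in 50 mM Tris-HCl pH 7.5, 50 mM NaCl, 1 mM DTT, 0.05% BSA. Fluorescein-labeled HOX-A9 DNA (50 nM solution) followed, 30 min, then polarization read.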
# MBNL1-CUG inh: MBNL1-poly(CUG) RNA binding inhibition | Potency, µM (titrated, usually from 57.5 µM), without a hit: at the top dose activity change, negative = inhibition, hits mostly inhibitors | TR-FRET MBNL1-His/biotin-(CUG)12 binding, 665/545 ratio | hit rate 0.036% among 280,000 | Q9NR56 | AID 2675; active = well fitted inhibition curve with a large enough effect in the signal ratio, with a control signal flat, not every such curve was filed as active; inconclusive = small, poorly fitted or top-dose-only effect, or effect the other way, or a change in a side signal; inactive = no such curve, though single readings can be large or run the other way; the % refers to the signal ratio; note: potency is the fitted concentration of half-maximal effect; % is set by controls: 0 for no effect and ±100 for the full control effect
#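 His-tagged MBNL1 binding to biotinylated (CUG)12 RNA was measured by TR-FRET using terbium anti-His antibody (0.055 ng/ul final) and streptavidin-XL665 (5 nM final). Compounds were titrated 92 nM to 58 uM; 60 min at room temperature.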
# * hit, by the source's call; ? = inconclusive; . = no result given; [ ] = another dose, or the depositor's remark. Unless noted, calls come from the whole dose curve; as a rule, active = well fitted curve in the direction sought with a large enough effect; inconclusive = small, poorly fitted or top-dose-only effect, or another doubt; inactive = no such curve, though single readings can be large; an effect the other way counts as inactive or inconclusive.
1	COc1ccc(CNC(=S)NC2CCCCC2)cc1
2	CC1CCN(S(=O)(=O)N2CCCC(C(=O)NCc3ccccc3Cl)C2)CC1 (stereo not given)
3	CCn1c(SCC(=O)OC(C)C)nnc1-c1ccccc1OC
4	COc1nc(NCc2cccnc2)nc(OC)n1
5	O=C(C1CCN(c2ccc(N3CCOCC3)nn2)CC1)N1CCN(c2ccc(F)cc2)CC1
6	COCC(=O)Nc1nnc(-c2ccc(C(C)(C)C)cc2)s1
7	CC(=O)c1c(O)c2ccccc2n(C2CCCCC2)c1=O
8	NC(=O)C1CCCN(CC(=O)Nc2cc(S(=O)(=O)N3CCOCC3)ccc2N2CCCC2)C1 (stereo not given)

compound no.,1,2,3,4,5,6,7,8
KCNH2 3.1 block,1,23,15,-1,6,11,-2,-10
a7 integrin act,-19%,17%,2%,7%,-24%,-24%,?,?
TRPV1 agonist,?,?,1,3,-4,?,-2,1
A-T KAP1 phos,25%,-1%,-2%,-1%,-1%,-1%,-4%,-6%
Coupling enz,1,-4,1,2,-1,4,1,.
GALK inh,2%,-1%,0%,5%,0%,0%,-2%,.
hERG WT inh,-1,-8,24,-3,9,0,-2,6
S-ASM inh,1%,0%,3%,4%,201%[activator],-3%,1%,3%
CXXC DNA block,-12%,0%,-1%,-8%,-6%,1%,-7%,.
MBNL1-CUG inh,-2%,-5%,-2%,-7%,27%,8%,0%,.

# Retrieved by structure from the list above (2):
2	CC1CCN(S(=O)(=O)N2CCCC(C(=O)NCc3ccccc3Cl)C2)CC1 (stereo not given)
1	COc1ccc(CNC(=S)NC2CCCCC2)cc1

compound no.,2,1
KCNH2 3.1 block,23,1
a7 integrin act,17%,-19%
TRPV1 agonist,?,?
A-T KAP1 phos,-1%,25%
Coupling enz,-4,1
GALK inh,-1%,2%
hERG WT inh,-8,-1
S-ASM inh,0%,1%
CXXC DNA block,0%,-12%
MBNL1-CUG inh,-5%,-2%

# In the list so far, these have four or more nitrogen atoms:
4	COc1nc(NCc2cccnc2)nc(OC)n1
5	O=C(C1CCN(c2ccc(N3CCOCC3)nn2)CC1)N1CCN(c2ccc(F)cc2)CC1
8	NC(=O)C1CCCN(CC(=O)Nc2cc(S(=O)(=O)N3CCOCC3)ccc2N2CCCC2)C1 (stereo not given)

compound no.,4,5,8
KCNH2 3.1 block,-1,6,-10
a7 integrin act,7%,-24%,?
TRPV1 agonist,3,-4,1
A-T KAP1 phos,-1%,-1%,-6%
Coupling enz,2,-1,.
GALK inh,5%,0%,.
hERG WT inh,-3,9,6
S-ASM inh,4%,201%[activator],3%
CXXC DNA block,-8%,-6%,.
MBNL1-CUG inh,-7%,27%,.

# The listing continues:
9	COc1cc(CCCN2C(N)=NC[C@@H]2c2ccccc2)cc(OC)c1OC
10	O=C(Nc1ccccc1Cl)c1ccccc1
11	Cc1nnc(SCC(=O)N2CC(C)OC(C)C2)n1-c1ccccc1 (stereo not given)
12	CCCCN(C(=O)c1cccc(S(=O)(=O)N2CCN(C)CC2)c1)c1c(N)n(CC(C)C)c(=O)[nH]c1=O
13	O=C(CCN1CCOCC1)NCc1ccccc1
14	O=C(NC(=S)Nc1ccc(Cl)cn1)C12CC3CC(CC(C3)C1)C2
15	Cc1ccc(S(=O)(=O)NCCC(=O)N2CCCC(C)C2)cc1 (stereo not given)
16	NC(CC(=O)O)c1ccc(F)cc1 (stereo not given)

compound no.,9,10,11,12,13,14,15,16
KCNH2 3.1 block,-19,-34,-23,-4,7,-11,-7,5
a7 integrin act,0%,-11%,15%,29%,5%,14%,18%,13%
TRPV1 agonist,-4,7,-2,-3,0,-1,0,0
A-T KAP1 phos,-16%,3%,8%,2%,5%,1%,-3%,8%
Coupling enz,2,0,2,.,3,1,.,1
GALK inh,0%,0%,14%,.,-6%,9%,.,0%
hERG WT inh,8,4,1,3,15,.,-19,4
S-ASM inh,3%,-4%,-2%,13%,9%,-2%,8%,4%
CXXC DNA block,7%,15%,11%,.,6%,0%,.,12%
MBNL1-CUG inh,-6%,3%,-5%,.,-8%,-9%,.,?

17	CC1CCCCC1NC(=O)CSc1nnc(-c2ccccc2)n1N (stereo not given)
18	Cc1ccc(SC(=O)COc2ccccc2C)cc1
19	COC(=O)C1=[N+]([O-])OC(C(=O)OC)C1c1c[nH]c2ccccc12 (stereo not given)
20	O=C1C2C3C=CC([C@@H]2C(=O)N1Cc1cccnc1)C31CC1 (stereo not given in full)
21	c1ccc2oc(-c3[nH]ncc3CN3CCSCC3)cc2c1
22	Cc1[nH]c(C)c(S(=O)(=O)N2CCCCC2)c1C(=O)N1CCCC1
23	COc1cccc(NC(=O)c2oc3ccccc3c2NC(C)=O)c1
24	COc1cccc2cc(-c3cn4ccc(C)cc4n3)c(=O)oc12

compound no.,17,18,19,20,21,22,23,24
KCNH2 3.1 block,3,-7,13,15,-4,-8,0,19
a7 integrin act,-2%,-10%,-4%,-3%,3%,1%,37%[7.66 µM],17%
TRPV1 agonist,-1,6,-2,1,2,1,19,.
A-T KAP1 phos,-6%,-2%,-6%,0%,4%,-1%,9%,.
Coupling enz,1,2,-5,-1,1,1,0,.
GALK inh,3%,0%,3%,0%,1%,1%,3%,.
hERG WT inh,2,7,-1,6,2,-8,-1,-1
S-ASM inh,1%,-3%,-1%,4%,2%,-2%,3%,19%
CXXC DNA block,-2%,9%,-3%,-13%,7%,-3%,-2%,.
MBNL1-CUG inh,-13%,4%,-3%,-6%,7%,4%,-5%,.

25	Cc1cnc(C(=O)NC2CC(C)(C)Cc3c2cnn3-c2cccc(F)c2)cn1 (stereo not given)
26	CN1CCN(c2ccccc2NC(=O)c2ccc(N3CCCC3)c([N+](=O)[O-])c2)CC1
27	CC1CCc2sc(C(=O)N(C)CC(=O)Nc3ccc(N4CCOCC4)cc3)cc2C1 (stereo not given)
28	COc1ccc(C2C(O)C(c3c[nH]c4ccccc34)=NN2C(=O)CCl)cc1 (stereo not given)
29	Cn1nnc(NC(=O)CSc2ncn[nH]2)n1
30	O=C1CN(c2ccc(F)cc2)C(=S)N1c1ccccc1
31	Cc1ccc2[nH]c(=O)c(CN(Cc3ccccc3)Cc3nnnn3C3CCCC3)cc2c1
32	CCC1CCCCN1CCCNC(=O)c1ccc(CS(=O)(=O)c2ccc(Br)cc2)o1 (stereo not given)

compound no.,25,26,27,28,29,30,31,32
KCNH2 3.1 block,10,-2,7,0,8,2,2,-19
a7 integrin act,-26%,-6%,6%,-73%[inhibitor],6%,-43%,-15%,-74%[inhibitor]
TRPV1 agonist,26,18,0,3,1,-1,12,1
A-T KAP1 phos,6%,-3%,-10%,11%,3%,1%,6%,15%
Coupling enz,.,2,0,0,0,0,-1,.
GALK inh,3%,8%,5%,-7%,0%,.,-3%,0%
hERG WT inh,4,6,-4,-8,-9,-3,-10,-15
S-ASM inh,-3%,-2%,0%,-7%,0%,-4%,-19%,-6%
CXXC DNA block,22%,15%,10%,-26%,12%,9%,-1%,7%
MBNL1-CUG inh,-1%,?,-6%,?,2%,0%,4%,-3%

33	Cc1occc1-c1nnc(SCC(=O)c2ccc3c(c2)OCCO3)n1CC1CCCO1 (stereo not given)
34	Cc1c(CCC(=O)NCCCCCC(=O)O)c(=O)oc2cc3occ(-c4ccccc4)c3cc12
35	COc1ccc(OC)c(C(C)NC(=O)C(C)Cc2ccccc2)c1 (stereo not given)
36	Cc1cc(NC(=O)/C=C/c2cccc(Cl)c2)n(-c2nc3ccccc3[nH]2)n1
37	O=C(CCNC(=O)Cn1cnc2ccccc2c1=O)NCC1CCCO1 (stereo not given)
38	O=C1OC(c2ccccc2)(c2ccc(O)cc2)c2ccccc21 (stereo not given)
39	COc1ccc(OC)c(C2CC(=O)C3=C(C2)NC(=O)CC3c2ccc(O)c(OC)c2)c1 (stereo not given)
40	CCCC(C(=O)NC1CCCC1)N(C(=O)Cn1nnc(-c2ccc(C)o2)n1)c1ccccc1OC (stereo not given)
41	O=C(Cn1cnc2ccccc2c1=O)NCc1ccc2c(c1)OCO2

compound no.,33,34,35,36,37,38,39,40,41
KCNH2 3.1 block,27,15,3,-20,-1,13,4,4,7
a7 integrin act,-12%,6%,0%,-16%,29%,22%,-3%,7%,-7%
TRPV1 agonist,1,2,1,-2,?,.,-2,22,-3
A-T KAP1 phos,-6%,8.9µM*,0%,.,0%,.,0%,1%,-1%
Coupling enz,0,8,4,-6,2,.,4,3,5
GALK inh,0%,4%,2%,1%,9%,.,1%,13%,-1%
hERG WT inh,4,5,1,-3,-3,-1,-17,-6,9
S-ASM inh,-1%,48%[activator],-1%,-15%,1%,1%,0%,0%,1%
CXXC DNA block,12%,-16%,-3%,-14%,-5%,.,2%,-1%,2%
MBNL1-CUG inh,1%,-7%,2%,-18%,-6%,.,-4%,4%,-6%

# Assay outcomes from PubChem BioAssay.
